# IDE inh = cellular human IDE inhibition; P14735; HEK cells, FAbetaB cleavage, fluorescence polarization; inhibition, % at 5.59 µM; 320,000 compounds, 0.41% hits; AID 434962;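 active = percent inhibition above the average of all tested compounds plus 3 SD, set per screening campaign, cut at about 16% in these data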;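 also: IDE supplied by intact live HEK cells; FP after avidin binding of uncleaved biotin substrate so inhibition keeps polarization high; 0% = DMSO wells and 100% = 60 µM reference IDE inhibitor Ii1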
# Target sequence (P14735 whole entry, looked up): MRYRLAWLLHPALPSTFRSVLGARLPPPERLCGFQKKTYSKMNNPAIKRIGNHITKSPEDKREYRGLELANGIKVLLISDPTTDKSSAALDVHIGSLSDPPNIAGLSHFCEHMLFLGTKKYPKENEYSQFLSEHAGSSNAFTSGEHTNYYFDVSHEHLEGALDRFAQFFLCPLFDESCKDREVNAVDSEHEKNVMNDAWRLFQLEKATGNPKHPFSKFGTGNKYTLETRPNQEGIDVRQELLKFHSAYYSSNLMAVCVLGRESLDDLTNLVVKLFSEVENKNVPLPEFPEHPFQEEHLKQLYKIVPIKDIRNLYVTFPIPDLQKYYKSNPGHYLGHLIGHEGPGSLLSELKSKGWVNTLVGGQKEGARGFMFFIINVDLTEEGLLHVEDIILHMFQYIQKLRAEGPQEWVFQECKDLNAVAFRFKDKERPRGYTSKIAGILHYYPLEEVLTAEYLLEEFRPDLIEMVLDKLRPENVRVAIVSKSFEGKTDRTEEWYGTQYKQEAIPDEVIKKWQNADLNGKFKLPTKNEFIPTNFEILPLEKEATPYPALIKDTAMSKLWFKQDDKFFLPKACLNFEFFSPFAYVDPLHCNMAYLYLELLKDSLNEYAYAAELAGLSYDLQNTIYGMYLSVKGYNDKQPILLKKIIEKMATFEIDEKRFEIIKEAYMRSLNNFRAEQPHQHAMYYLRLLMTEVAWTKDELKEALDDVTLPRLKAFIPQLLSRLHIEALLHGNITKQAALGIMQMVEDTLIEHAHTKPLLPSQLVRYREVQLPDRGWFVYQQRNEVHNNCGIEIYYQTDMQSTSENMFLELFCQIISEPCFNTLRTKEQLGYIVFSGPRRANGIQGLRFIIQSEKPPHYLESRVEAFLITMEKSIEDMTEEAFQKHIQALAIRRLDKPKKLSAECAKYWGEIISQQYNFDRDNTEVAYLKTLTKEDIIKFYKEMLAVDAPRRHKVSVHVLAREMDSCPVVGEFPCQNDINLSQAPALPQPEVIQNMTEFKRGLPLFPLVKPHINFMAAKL
# M18AAP inhibitor = PfM18AAP enzyme inhibition; 290,000 compounds, 1.2% hits; inhibition, % at 7.35 µM; recombinant PfM18AAP, H-Glu-NHMec fluorogenic cleavage;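 active = inhibition above the campaign mean inhibition over all tested compounds plus 3 SD, cut at about 28% in these data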;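 also: 0% = plate median of test compound wells and 100% = 2 mM ZnCl2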
# MEKK2wt PB1 HTS = raises or lowers MEK5 binding to wildtype human MEKK2 PB1 domain | binding response (% of control), % at 10 µM | Q9Y2U5 | 290,000 compounds, 1.1% hits | AID 1531 | bead flow cytometry, Alexa488-MEK5 binding to MEKK2 WT; actives lie on both sides; in the data active = binding response below about 67% or above about 130%
# SUMO HTRF inh = inhibitors of human SUMOylation (UBC9) | P63279 | HTRF SUMOylation assay, SAE1/SAE2 + UBC9, in vitro | inhibition, % at 35 µM | 290,000 compounds, 0.36% hits; in the data active = inhibition above about 50%, passing the limit was not always enough; also: strong numbers were not always called active
# NALP1 inh = NALP1 inhibition; S. cerevisiae NALP1/ASC/caspase-1 growth, X-gal OD620, 72 h; inhibition, % at 10 µM; 280,000 compounds, 0.61% hits; AID 2071; in the data active = inhibition mostly above about 24%, no sharp cut-off; inactive = mostly below about 32%; also: some compounds called inactive have numbers as strong as hits
# p-CIP stab down = p/CIP protein destabilization. Q05BA5. F442A p/CIP-EGFP cells, EGFP fluorescence, 16 h. decrease of EGFP signal, % at 10 µM. 290,000 compounds, 0.01% hits;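 active = EGFP signal decrease of at least 30% at 10 µM or well 3 SD below plate mean, unless failing retest; inactive = the rest, including hits failing retest or dose response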; also: some compounds called inactive have numbers as strong as hits; many of its hits are not listed in these tables
# IDE cell activ = IDE (human) activation, cell-based; HEK cells, FAbeta-B cleavage, fluorescence polarization; 0% vehicle, 100% cell-free pure enzyme wells; activation, % at 5.96 µM; 340,000 compounds, 0.073% hits;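 active = activation above the mean of all tested compounds plus 3 SD, set per screening campaign, cut at about 17% in these data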
# MEKK2mut PB1 HTS = signal of MEK5 binding to mutant human MEKK2 PB1 domain; bead flow cytometry, Alexa488-MEK5 binding to MEKK2 mutant; percent response, % at 10 µM; 290,000 compounds, 0.35% hits; in the data active = percent response above about 24%, passing the limit was not always enough; also: inactives centre near 1; some results filed as inactive read as strong as hits; reference of the scale not given here
# MEKK3 PB1 HTS = raises or lowers MEK5 binding to the human MEKK3 PB1 domain; bead-based flow cytometry, Alexa488-MEK5 binding to MEKK3; actives lie on both sides; 0 = blocked by unlabeled MEK5, 100 = vehicle; 290,000 compounds, 1.4% hits; Q99759; binding response (% of control), % at 10 µM;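 active = binding response more than 3 SD above or below the average of its plate-row segment, actives on both sides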;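 also: Alexa488 bead fluorescence after subtracting the streptavidin-only scavenger bead signal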
# Starred values were filed as active, the others as inactive; / = no result given; & = joins results of further samples; [ ] = another dose, or the depositor's remark. Only part of the results is shown; the hit share may differ from the screen's.
# Below each compound – IDE inh, M18AAP inhibitor, MEKK2wt PB1 HTS, SUMO HTRF inh, NALP1 inh, p-CIP stab down, IDE cell activ, MEKK2mut PB1 HTS, MEKK3 PB1 HTS
> CCn1c(SCC(=O)Nc2ncc(C(F)(F)F)cc2Cl)nnc1-c1ccccc1
    0.7, 3.5, 98.0, -5.5, /, -7.1, 2.6, 11.0, 102.0
> COc1cc(S(=O)(=O)N2CCOCC2)c(OC)c(S(=O)(=O)N2CCOCC2)c1
    2.5, -8.1, 100.0, /, /, /, 6.9, 3.0, 101.0
> CC(C)Nc1nnc(Sc2ccc(Cl)cc2[N+](=O)[O-])s1
    0.8, 3.0, 102.0, -3.4, 7.7, -21.4, -1.9, 43.0, 113.0
> Cc1ccc2cccc(OC(=O)c3ccc4c(c3)OCCO4)c2n1
    1.6, 21.9, 94.0, 0.6, 4.0, -3.4, 2.2, -4.0, 100.0
> O=C(CCNS(=O)(=O)c1ccc(Cl)cc1)N1CCCCCC1
    -0.6, 3.2, 102.0, 0.4, 5.7, -31.0, 0.4, 0.0, 104.0
> O=C(CSc1cccc[n+]1[O-])Nc1ccc2c(c1)OCO2
    1.4, -8.2, 71.0, 5.3, 11.9, -14.1, 0.3, -12.0, 71.0*[inhibitor]
> CCS(=O)(=O)N1Cc2ccccc2CC1C(=O)Nc1ccc(NC(C)=O)cc1 (stereo unspecified)
    -0.6, -0.6, 101.0, 29.3, 6.2, -6.6, 9.1, 3.0, 98.0
> Oc1ccc(C=NC2CCCCC2)c(O)c1
    1.0, 7.3, 89.0, 21.5, -22.2, -15.8, 4.2, -11.0, 101.0
> CCOC(=O)c1c(C)[nH]c(=S)c(C#N)c1-c1ccccc1
    1.6, 5.7, 95.0, -1.7, -0.5, 2.5, -13.2, -2.0, 93.0
> Cc1nn(CCO)c2ncc(C(=O)c3cc(Cl)ccc3O)cc12
    6.1, 0.7, 94.0, -3.8, 13.6, 8.3, 4.4, -6.0, 97.0
> CCOC(=O)Cc1csc(NS(=O)(=O)c2ccccc2)n1
    0.6, -7.7, 87.0, -2.1, 0.3, -3.9, -0.6, -11.0, 91.0
> COCc1c(C(=O)N/N=C\c2ccccn2)nnn1-c1nonc1N
    -0.9, 10.3, 103.0, -4.5, 9.1, 3.8, 1.5, -1.0, 101.0
> Cc1cc(Cl)c2oc(C(=O)N(C)Cc3cc(C)[nH]n3)c(C)c2c1
    4.8, 1.2, 105.0, 12.7, 3.4, -8.3, -3.4, 12.0, 105.0
> CC/C(O)=C1\C(=O)CCCC1=NCCc1nc2ccccc2[nH]1
    3.2, -8.3, 81.0, 0.9, 2.8, -8.7, -4.5, -12.0, 82.0
> COc1ccc(CCn2c(=S)[nH]c3cc(C(=O)N4CCOCC4)ccc3c2=O)cc1OC
    2.8, -6.2, 102.0, 21.8, 11.1, -2.2, 2.5, 0.0, 101.0
> CCOC(=O)C1=C(C)NC(C)=C(C(=O)OCC)C1
    0.7&-0.6, -4.3&12.4, 98.0&104.0, -1.6&12.1, 13.5&8.1, -26.2&-3.8, 2.5&1.6, 2.0&9.0, 102.0&106.0
> CC1(C(=O)O)CCC(C(=O)N2CCOCC2)C1(C)C (stereo unspecified)
    -0.6, 9.4, 107.0, 23.5, 11.0, -23.8, -0.6, 6.0, 100.0
> O=C(NCc1ccccc1)c1nc(-c2cccs2)no1
    3.7, -4.7, 106.0, 13.4, 7.0, -6.7, 2.9, 7.0, 104.0
> CCCS(=O)(=O)N1CCc2cc(OC)c(OC)cc2C1
    5.6, -4.5, 105.0, 18.5, -2.1, -26.3, 4.8, 6.0, 102.0
> COc1cccc(N2CC(C(=O)Nc3nnc(SCC(=O)c4ccccc4)s3)CC2=O)c1 (stereo unspecified)
    -6.0, -5.9, 110.0, 3.5, 25.0, -2.2, -2.5, 6.0, 98.0
> COc1ccc(NC(=O)CSc2n[nH]c(-c3ccccn3)n2)cc1
    1.6, 4.0, 101.0, -24.6, -20.2, 2.2, 3.6, 0.0, 103.0
> COc1cc(-c2nc3ccccn3c2/N=C/c2ccccc2)ccc1O
    -1.7, 7.7, 95.0, 13.5, -10.5, 5.0, 2.3, 3.0, 95.0
> O=C1c2cccc3cccc(c23)C(=O)N1c1ccccc1Cl
    1.7, 4.0, 117.0, 3.6, 13.8, -7.3, -0.2, 16.0, 112.0
> CCOc1cc(NC(=O)c2ccccn2)c(OCC)cc1NC(=O)CC(C)C
    /, 5.0, 103.0, -6.2, /, -0.2, 2.5, 7.0, 100.0
> COc1ccc([N+](=O)[O-])cc1/C=N/NC(=O)CNC(=O)C(c1ccccc1)c1ccccc1
    -2.7, 8.0, 109.0, 5.0, 22.0, 1.8, 3.2, 1.0, 165.0*
> COc1cc(/C=C2\NC(=O)NC2=O)cc(Br)c1OC
    2.8, 5.3, 108.0, 2.2, 5.4, 3.2, -1.7, 5.0, 105.0
> CC1CCCCN1CC(=O)NCc1ccc2c(c1)OCO2 (stereo unspecified)
    -3.3, -13.0, 102.0, -6.2, 21.4, -20.4, -2.6, 1.0, 100.0
> Nc1nc(SCC(=O)Nc2ccc(Oc3ccccc3)cc2)n[nH]1
    1.4, 4.8, 100.0, -25.6, 15.2, -5.4, -0.1, 1.0, 99.0
> CS(=O)(=O)c1sc(C(=O)NC(=S)Nc2ccc(OC(F)(F)F)cc2)c2c1C=CCC2
    3.3, 1.1, 98.0, -7.1, /, 3.1, 4.9, -3.0, 99.0
> O=C1CCCc2c1nc(-c1ccc(F)cc1)n2O
    -0.7, 0.3, 101.0, 32.4, 4.7, 9.9, -1.9, 7.0, 103.0
> CCOC(=O)c1c(NC(=O)CSc2nc3nc(C)cc(C)n3n2)sc(CC)c1C
    -0.9, -1.0, 92.0, 11.1, 16.7, 8.2, 9.7, -2.0, 92.0
> COc1ccc(S(=O)(=O)N2CCCC2)cc1C(=O)O
    1.6, -8.5, 100.0, -1.1, 1.9, -52.6, -5.3, -1.0, 96.0
> Cc1cccc(C)c1N1CCN(c2ccc3nnc(C(F)(F)F)n3n2)CC1
    0.2, 0.2, 91.0, -4.9, 6.2, 0.7, 0.8, -2.0, 106.0
> CC(C)c1ccc(NC(=O)c2cc3c(=O)n(C)c4ccccc4c3n2C)cc1
    1.2, -2.7, 99.0, -23.2, /, -6.1, 7.3, 0.0, 106.0
> CSc1ccccc1C(=O)Nc1cc([N+](=O)[O-])ccc1C
    -6.3, 7.5, 99.0, 7.2, -25.5, -2.9, -2.7, 2.0, 97.0
> COc1ccc(C(=O)N/C(=C\c2cn(C)c3ccccc23)C(=O)N2CCOCC2)cc1OC
    1.2, 4.2, 104.0, 7.8, -3.9, 4.5, -1.9, 0.0, 104.0
> CCOc1ccccc1/C=N/n1c(COc2ccccc2)n[nH]c1=S
    5.6, 31.2*, 92.0, -26.0, -13.3, -2.5, -2.7, -4.0, 91.0
> COc1cc2ccccc2cc1C(=O)Nc1ccc(NC(=O)c2cccs2)cc1
    14.3, 6.9, 98.0, 0.5, -5.9, 5.3, -1.0, -4.0, 101.0
> CC(NC(=O)C12CC3CC(CC(O)(C3)C1)C2)c1ccccc1 (stereo unspecified)
    1.1, -2.8, 93.0, -3.3, 6.5, 14.3, -1.3, -6.0, 98.0
> CCn1c(=S)[nH]c2cc(Cl)ccc21
    4.1, 0.5, 100.0, 15.5, /, -0.8, 1.7, -6.0, 101.0
> Cc1ccc(-c2csc(NCCc3nc4cc(Cl)c(Cl)cc4n3CCOCCO)n2)cc1
    6.6, /, 105.0, /, /, /, -7.7, 4.0, 106.0
> CCOC(=O)c1c(C)n(C)c2ccc(O)c(CN(CC)CC)c12
    -8.9, -14.2, 106.0, 16.8, 17.6, 7.2, 6.6, 5.0, 101.0
> COc1ccc(-n2c(O)c(/C=N/Nc3nc(C)cc(C)n3)c3ccccc3c2=O)cc1OC
    -3.5, 34.4*, 97.0, 14.4, 27.2, -13.9, 0.0, -4.0, 98.0
> COC(=O)c1c(NC(=O)COC(=O)[C@@H](NS(=O)(=O)c2ccccc2)C(C)C)sc2c1CCC2
    -0.5, -7.4, 1.0*[inhibitor], -14.8, /, 7.5, 5.7, -1.0, 2.0*[inhibitor]
> Cc1ccc(-c2noc(-c3ccccc3C(=O)N3CCN(C)CC3)n2)cc1
    -0.8, -11.9, 105.0, 8.2, -29.0, -9.3, 2.3, 7.0, 107.0
> O=C(Nc1cc(C(F)(F)F)ccc1Cl)C(Sc1nnc(-c2cccs2)o1)c1ccccc1 (stereo unspecified)
    -5.4, 8.6, 97.0, 14.1, -11.2, -3.2, 3.0, 1.0, 103.0
> CCOC(=O)c1c(CS(=O)(=O)c2ccccc2)n(C)c2cc(Br)c(O)cc12
    -2.1, 2.0, 111.0, 7.5, 13.1, -12.7, 2.4, 11.0, 107.0
> Cn1cc(CN2CCC(Oc3ccc(C(=O)N4CCCCC4)cc3)CC2)cn1
    -2.6, -2.1, 101.0, -7.1, 13.9, 1.0, -0.8, 0.0, 100.0
> COc1ccc(Oc2ccccc2/C=C/C(=O)O)cc1
    -3.9, 1.4, 99.0, -7.9, 29.0, -9.9, -2.0, 0.0, 105.0
> Cc1ccccc1S(=O)(=O)Cc1ccc(C(=O)NCc2cccnc2)o1
    3.2, -5.4, 91.0, 14.5, /, 8.2, 0.8, -4.0, 99.0

# (more compounds)
# Below each compound – IDE inh, M18AAP inhibitor, MEKK2wt PB1 HTS, SUMO HTRF inh, NALP1 inh, p-CIP stab down, IDE cell activ, MEKK2mut PB1 HTS, MEKK3 PB1 HTS
> OC(COc1ccc2ccccc2c1)Cn1cncn1 (stereo unspecified)
    0.3, -5.4, 105.0, -3.7, -3.5, -1.9, 6.0, 5.0, 107.0
> NC(=O)c1ccc(-c2nnc(Nc3ccc(S(N)(=O)=O)cc3)c3ccccc23)cc1
    2.0, -11.0, 101.0, 28.2, 3.4, -17.2, 4.7, 1.0, 100.0
> COC(=O)CCCC1=CC2=CC(=O)C(C)(OC(=O)c3cccs3)C(=O)C2=CN1C1CC1 (stereo unspecified)
    -1.4, /, 142.0*, 22.3, /, -9.9, -2.5, 4.0, 122.0
> NC(=O)Cn1cc(/C=N/NC(=O)c2ccc(Cn3cc(Cl)cn3)o2)c(-c2ccccc2)n1
    /, 2.1, 103.0, 14.7, -0.2, -5.7, 0.6, 3.0, 101.0
> COc1cc(C(=O)N2CCN(C)C(C)C2)ccc1OC1CCN(C(C)=O)CC1 (stereo unspecified)
    3.5, -0.5, 105.0, -6.0, 2.4, 4.3, -0.7, 3.0, 103.0
> CCOC(=O)C(=CNc1cccc(C)n1)C(=O)OCC
    2.9, -1.0, /, -11.5, 7.6, -0.2, 3.2, /, /
> CSC1=N/C(=C\c2ccc(F)cc2)C(=O)S1
    -0.5, -10.4, 100.0, 6.2, 2.0, 13.9, -10.3, 5.0, 101.0
> COC(=O)c1nc(-c2ccccc2)oc1N(C)C
    6.9, 8.9, 89.0, -1.1, 22.0, 2.1, 5.8, -7.0, 94.0
> CCN(c1ccccc1)S(=O)(=O)c1ccc(C(=O)N(CCN(C)C)c2nc3c(F)cc(F)cc3s2)cc1
    0.1, 3.0, 120.0, 4.8, 0.9, -7.4, /, 14.0, 105.0
> COC(=O)c1ccccc1NC(=O)CSc1nc(NC(=O)c2ccccc2)c2c(C)c(C)oc2n1
    -0.9, 5.5, 94.0, -5.2, 20.5, -8.4, 6.1, -2.0, 93.0
> Cc1ccc(-c2csc(NC(=O)C3=COCCO3)n2)cc1
    -3.8, -4.8, 123.0, -3.0, 29.2, 4.5, 2.9, 7.0, 103.0

# Bioassay records: PubChem, several laboratories
